hERG protect: compounds protecting human hERG from proarrhythmic drug block; activation (rescue from dofetilide block), less the hit threshold, % at 10 µM; CHO-hERG, FluxOR thallium flux, dofetilide IC70 present; 310,000 compounds, 0.51% hits; Q12809; AID 1511;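 active = activation above the mean of controls blocked by dofetilide plus 5 SD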;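 also: thallium influx through hERG after potassium depolarization seen as dye fluorescence rise; in these data hits start at about 4.7%; inactives centre near -7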
RGS4 act: RGS4 potentiation or activation | HEK293 M3R/inducible RGS4, carbachol calcium flux Fluo4; stronger effect = lower value | B-score at 10 µM | 310,000 compounds, 0.92% hits | AID 463111;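 active = B-score of the integrated calcium signal more than 4 SD below the library mean, with starting fluorescence not abnormally high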;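 also: negative B-score means reduced calcium response which marks RGS4 activation or potentiation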
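Assay system: HEK293 FlpIn-TREx cells, stable M3R, doxycycline-inducible RGS4 / Probe or stimulus: carbachol, ECmax concentration / Times: overnight RGS4 induction, 30 min dye load 37 °C, 20 min compound RT / Signal: kinetic calcium fluorescence imaging with Fluo4-AM dye, 2 µM / Measure: Agonist-evoked peak-minus-minimum fluorescence over baseline, integrated ratio, B score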
KCNK9 block: blocks the human KCNK9 two-pore domain potassium channel; Q9NPC2; HEK293 KCNK9, FluxOR thallium flux fluorescence; stronger effect = lower value; B-score at 10 µM; 310,000 compounds, 1.2% hits;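 active = ratio B-score over 3 SD below the library mean, with starting fluorescence within 5 SD of its mean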;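 also: negative B-score means less thallium flux so channel inhibition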
Target sequence (Q9NPC2 whole entry, looked up, the tested form may be a part): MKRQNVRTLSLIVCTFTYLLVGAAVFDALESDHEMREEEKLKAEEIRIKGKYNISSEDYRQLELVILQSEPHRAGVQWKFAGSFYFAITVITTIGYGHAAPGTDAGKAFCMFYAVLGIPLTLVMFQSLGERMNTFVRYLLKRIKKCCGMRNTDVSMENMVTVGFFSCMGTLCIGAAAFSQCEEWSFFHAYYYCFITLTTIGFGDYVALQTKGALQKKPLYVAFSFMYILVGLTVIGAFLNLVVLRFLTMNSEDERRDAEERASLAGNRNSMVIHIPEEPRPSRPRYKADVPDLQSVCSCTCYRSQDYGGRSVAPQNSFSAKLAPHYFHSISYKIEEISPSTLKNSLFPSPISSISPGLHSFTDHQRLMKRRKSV
KCNK3 inh: human KCNK3 channel inhibition, primary screen | B-score at 10 µM | 340,000 compounds, 0.84% hits | CHO-KCNK3 thallium flux, FluxOR fluorescence; stronger effect = lower value | O14649;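 active = B-score under library mean minus 4 SD, starting fluorescence ratio at most library mean plus 5 SD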;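 also: more negative B-score means stronger inhibition of thallium flux through KCNK3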
Target sequence (O14649 whole entry, looked up): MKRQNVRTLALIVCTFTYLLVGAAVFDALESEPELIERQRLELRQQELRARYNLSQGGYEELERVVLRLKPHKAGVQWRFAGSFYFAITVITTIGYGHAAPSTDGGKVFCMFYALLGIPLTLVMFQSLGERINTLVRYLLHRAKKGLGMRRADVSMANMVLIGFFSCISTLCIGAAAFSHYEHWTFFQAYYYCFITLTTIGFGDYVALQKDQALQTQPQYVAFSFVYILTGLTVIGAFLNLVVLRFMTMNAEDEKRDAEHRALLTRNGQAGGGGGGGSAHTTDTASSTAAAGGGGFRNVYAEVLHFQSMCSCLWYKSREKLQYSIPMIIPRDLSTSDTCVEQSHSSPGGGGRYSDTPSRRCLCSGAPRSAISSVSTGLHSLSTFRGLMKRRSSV
MrgX1 PAM: human MrgX1 positive allosteric modulation, primary screen; B-score at 10 µM; Q96LB2; MrgX1-HEK293, Fluo-4 calcium flux, FDSS; stronger effect = higher value; 310,000 compounds, 0.63% hits;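 active = plate-corrected calcium response at least 3 library SD above typical, normal starting fluorescence, not activating the receptor alone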;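 also: compound read alongside a low EC10 to EC30 dose of BAM8-22 agonist; peak minus trough fluorescence over baseline measured at the second addition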
Target sequence (Q96LB2 whole entry, looked up): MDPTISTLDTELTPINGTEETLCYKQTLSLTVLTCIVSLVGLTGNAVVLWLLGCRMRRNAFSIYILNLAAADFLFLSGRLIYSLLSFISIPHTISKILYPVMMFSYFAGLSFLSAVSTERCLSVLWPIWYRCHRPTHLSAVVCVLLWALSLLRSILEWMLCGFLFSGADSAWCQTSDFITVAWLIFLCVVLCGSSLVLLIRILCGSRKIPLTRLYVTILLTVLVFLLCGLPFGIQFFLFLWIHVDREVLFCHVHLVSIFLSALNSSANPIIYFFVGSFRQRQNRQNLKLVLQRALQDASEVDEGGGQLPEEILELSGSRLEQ
KCNQ1 pot: potentiates or activates the human KCNQ1 potassium channel. B-score at 10 µM. CHO-K1 KCNQ1, thallium flux FluxOR fluorescence; stronger effect = higher value. 310,000 compounds, 0.35% hits. P51787. AID 2648;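 active = fluorescence ratio B-score, a plate-corrected score, at least three library SD, with initial intensity B-score within 5 SD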
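Assay system: CHO-K1 cells stably expressing KCNQ1; Medium: assay buffer with matched DMSO; Also added: K+/Tl+ depolarizing stimulus; Dosing: single dose; Timing: dye 90 min, compound 20 min, room temperature; Measured by: kinetic FluxOR thallium fluorescence, 10-s 1-Hz baseline, 110-s post-stimulus read; Read-out: peak-minus-minimum fluorescence over initial fluorescence, negative-control normalized, B-scored.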
ANO1 activ: activators or potentiators of mouse TMEM16A chloride channel; Q8BHY3; HEK293 TMEM16A/YFP-H148Q/I152L, iodide quench fluorescence; stronger effect = lower value; B-score at 10 µM; 340,000 compounds, 0.3% hits; AID 623877;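 active = fluorescence-ratio B-score plate-corrected deviation score at least 3 library SD below zero, with starting fluorescence score within 5 deviations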;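 also: channel opened by trigger with iodide after compound preincubation; score built on the fluorescence ratio of max minus min over baseline; more negative score means more quench and so TMEM16A activation or potentiation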
TMEM16A inh: blocks the mouse calcium-activated chloride channel TMEM16A | normalized B-score (activity score, 25-100; higher = stronger inhibition) at 10 µM | 310,000 compounds, 1.2% hits | HEK293 TMEM16A/YFP iodide influx fluorescence, ionomycin | Q8BHY3;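 active = ratio plate-corrected score three or more library SD toward inhibition, starting fluorescence score within five deviations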;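 also: score derived from kinetic fluorescence span divided by baseline fluorescence per well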
MrgX1 ag: human MrgX1 receptor agonism, primary screen; Q96LB2; MrgX1-HEK293 cells, Fluo-4 calcium fluorescence, agonist mode; stronger effect = higher value; B-score at 10 µM; 310,000 compounds, 0.44% hits; AID 588627;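 active = calcium response B-score plate-corrected fluorescence ratio at least 3 library SD, with starting fluorescence B-score inside 5 SD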
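Material – MrgX1-expressing HEK293 cells · Input – 15,000 cells seeded per well · Dosing – compound as first of three additions · Times – overnight seeding, then 1 h dark dye loading · Measured by – kinetic Fluo-4 NW fluorescence of intracellular calcium · Read-out – B-scored fluorescence response ratio · Benchmarks – positive and negative control wells on each plate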
KCNQ1 block: human KCNQ1 channel inhibition | P51787 | CHO-K1 KCNQ1, FluxOR thallium flux fluorescence; stronger effect = higher value | B-score at 10 µM | 310,000 compounds, 1.3% hits | AID 2642;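 active = compounds whose thallium flux B-score, printed positive for inhibition, exceeds three library SD while starting fluorescence stays within three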;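 also: channel opened by potassium depolarization with thallium stimulus after 20 min compound exposure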
RGS4 inh: human RGS4 inhibition; HEK293 M3R/RGS4 inducible, Fluo-4 calcium flux; stronger effect = higher value; triggered by carbachol at its EC20; B-score at 10 µM; 310,000 compounds, 0.45% hits; AID 463165; P49798;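 active = B-score, a plate-corrected calcium signal, over three deviations above library mean, with baseline fluorescence within five deviations of library mean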;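 also: RGS4 expression induced by doxycycline in cells with stable M3 receptor; B-score is computed from the integrated fluorescence ratio over baseline after carbachol; higher B-score means a larger calcium signal and so more RGS4 inhibition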
* = called active by the depositor; i = inactive; x = not tested or not shown.

SMILES	hERG protect	RGS4 act	KCNK9 block	KCNK3 inh	MrgX1 PAM	KCNQ1 pot	ANO1 activ	TMEM16A inh	MrgX1 ag	KCNQ1 block	RGS4 inh
CC(=O)Nc1ccc(/C=C/c2nc3ccccc3[nH]c2=O)cc1	-4	i	i	i	i	i	i	i	i	i	i
COc1ccc(CC(=O)NNc2ncnc3c2cnn3-c2ccc(C)cc2)cc1	-5	i	i	i	i	i	i	i	i	i	i
Cc1ccc(C)c(OCCC(=O)OCC(=O)NC2CCCC2)c1	-10	i	i	i	i	i	i	i	i	i	i
CN(C)CCNC(=O)Nc1ccc(F)cc1F	-6	i	i	i	i	i	i	i	i	i	i
O=C(c1cccc(-c2nnc(-c3ccccc3)o2)c1)N1CCCCC1	-13	i	i	i	i	i	i	i	i	i	i
COc1cc(NC(=O)CSc2nc3c(c(=O)n(C)c(=O)n3C)n2C)cc(OC)c1	-4	i	i	i	i	i	i	i	i	i	i
Cc1c(OCc2ccccc2)cccc1OCc1ccccc1	-8	i	i	i	i	i	i	i	i	i	i
CCNC(=O)C1CC(=O)N(Cc2ccc3c(c2)OCO3)C(=Nc2ccc(OCC)cc2)S1 (centres undefined)	-9	i	i	i	i	i	i	i	i	i	i
O=C(Nc1ccc(Cl)cc1C(F)(F)F)C(Sc1nnc(-c2cccs2)o1)c1ccccc1 (centres undefined)	-12	i	i	i	i	i	i	i	i	6*	i
CCCN(CC(=O)Nc1ccc(Cl)cc1Cl)C(=O)/C=C/c1cccc([N+](=O)[O-])c1	-2	i	i	i	i	i	i	i	i	i	i
Cc1cc(NCCCN2CCOCC2)n2c(nc3ccccc32)c1C#N	-10	i	i	i	i	i	i	i	i	i	i
NC(=O)c1cc([N+](=O)[O-])ccc1NCc1cccnc1	-6	i	i	i	i	i	i	i	i	i	i
COCCCNC(=O)C1CCN(c2nc(C)cc(C)n2)CC1	-12	i	i	i	i	i	i	i	i	i	i
O=C(CN1CCN(C(=O)c2cccs2)CC1)Nc1ccc(Br)cc1	-13	i	i	i	i	i	i	i	i	i	i
N#CC1(NC(=O)COC(=O)c2ccccc2[N+](=O)[O-])CCCCC1	-10	i	i	i	i	i	i	i	i	i	i
Cc1ccc(/C(N)=N/OC(=O)Cc2cccc3ccccc23)cc1	-2	i	i	i	i	i	i	i	i	i	i
Cc1ccc(-c2nc(C(=O)NCC3CCCO3)cc3c2[nH]c2ccccc23)cc1 (centres undefined)	-38	-7*	-17*	i	i	i	i	i	i	12*	i
CCc1cc(C(=O)OC)c(NC(=O)CN2CCN(C(=O)c3ccco3)CC2)s1	-2	i	i	i	i	i	i	i	i	i	i
Cc1cc(C)c(NC(=O)COC(=O)/C=C/c2cccs2)c(C)c1	-6	i	i	i	i	i	i	i	i	i	i
CC1CCC(=NNC(=O)Cc2cccn2C)CC1 (centres undefined)	-5	i	i	i	i	i	i	i	i	i	i
COc1ccc(C(=O)/C=C/c2ccc(N3CCCCC3)c([N+](=O)[O-])c2)c(OC)c1	-2	i	i	i	14*	i	i	i	i	i	i
Cc1cc(N2CCCC2=O)c(N)cc1N	-4	i	i	i	i	i	i	i	i	i	i
CCOC(=O)c1sc(NC(=O)C(C)Sc2nnc(N)s2)nc1C (centres undefined)	-1	i	i	i	i	i	i	i	i	i	i
COC(=O)c1cc(=O)n(Cc2ccc(F)cc2)c(=Nc2ccccc2)s1	-8	i	i	i	i	i	i	i	i	6*	i
CCCC(C)NC(=O)CSc1nnc(-c2c[nH]c3ccccc23)o1 (centres undefined)	-13	i	i	i	i	i	i	i	i	i	i
CCOc1ccc2ccccc2c1C(=O)N1CCN(c2ccccc2)CC1	-12	i	i	i	i	i	i	i	i	i	i
Cc1ccc(S(=O)(=O)N(Cc2ccccc2)Cc2ccco2)cc1	-15	i	i	i	i	i	i	100*	i	7*	i
COC(=O)N1C(=O)[C@](c2ccc(OC)cc2)(C(C)C)N1C(=O)OC	-9	i	i	i	i	i	i	i	i	i	i
O=C(NCCN1CCN(c2ccccc2)CC1)C1CCN(S(=O)(=O)c2cccc3nonc23)CC1	-7	i	i	i	i	i	i	i	i	i	i
COc1ccc(CCNc2ccc(N3C(=O)CC(C)C3=O)cc2[N+](=O)[O-])cc1OC (centres undefined)	-22	i	i	i	i	i	i	i	i	i	i
CCN(CC)CCn1c2c(c(SCC(=O)Nc3cc(OC)cc(OC)c3)nc1=O)CCC2	-11	i	i	i	i	i	i	i	i	i	i
COc1cc(CC(=O)O)c([N+](=O)[O-])cc1OC	-5	i	i	i	i	i	i	i	i	i	i
CC(=O)N(Cc1ccccc1)c1ccc(C(=O)O)cc1	2	i	i	i	i	i	i	i	i	i	i
CCOC(=O)c1nnc(-c2ccccc2)nc1Sc1ccccc1Cl	-6	i	i	i	i	i	i	i	i	i	i
Cc1ccc(NC(=O)c2snc3ccc(Cl)cc23)cc1C	-1	i	i	i	i	i	i	i	i	i	i
CCOc1ncccc1C(=O)NCc1cccc(OC)c1	-1	i	i	i	i	i	i	i	i	i	i
Cc1cc(NC(=O)c2cccc([N+](=O)[O-])c2)no1	-2	i	i	i	i	i	i	i	i	i	i
N=C1SCC(=O)N1c1ccccc1Cl	-6	i	i	i	i	i	i	i	i	i	i
CCOC(=O)c1c(-c2cccc(N)c2)cn2ccccc12	-5	i	i	i	i	i	i	i	i	i	i
Cc1ccc(NC(=O)CSCC(=O)Nc2nnc(C3CC3)s2)cc1	-15	i	i	i	i	i	i	i	i	i	i
CCOc1ccc(S(=O)(=O)N2CCN(C(=O)Cc3ccc(S(=O)(=O)N4CCOCC4)s3)CC2)cc1	-7	-7.3*	i	i	i	i	i	i	i	i	i
Cc1cc(C)nc(Nc2ccc(O)cc2)n1	-2	i	i	i	i	i	i	i	i	i	i
Cc1ccc(NC(=O)C(=O)N2CCCC2)cc1Cl	2	i	i	i	i	i	i	i	i	i	i
COC(=O)c1ccc(C2/C(=C(\O)c3ccc(OC)c(C)c3)C(=O)C(=O)N2c2cc(C)on2)cc1 (centres undefined)	-2	i	i	i	i	i	i	i	i	i	i
CC1(C)CC(=O)C(N=Nc2cccc(F)c2C#N)=C(O)C1	1	i	i	i	i	i	i	i	i	i	i
CC1=NCCN1S(=O)(=O)c1ccccc1[N+](=O)[O-]	-4	i	i	i	i	i	i	i	i	i	i
Cc1cccc2c1-c1sc(C(=O)Nc3nccs3)cc1CO2	-3	i	i	i	i	i	i	i	i	i	i
COc1ccc(CCNC(=O)COc2ccc(S(=O)(=O)NC(C)C)cc2)cc1OC	-4	i	i	i	i	i	i	i	i	i	i
Cc1cc(C)c(C(=O)CSc2nnc(-c3ccccc3Br)o2)cc1C	-6	i	i	i	x	i	-5*	x	x	i	i
CC(c1ccco1)N(C(=O)C12CC3CC(CC(C3)C1)C2)c1ccccn1 (centres undefined)	-6	i	i	i	i	i	i	i	i	i	i

Later entries:
SMILES	hERG protect	RGS4 act	KCNK9 block	KCNK3 inh	MrgX1 PAM	KCNQ1 pot	ANO1 activ	TMEM16A inh	MrgX1 ag	KCNQ1 block	RGS4 inh
CC(=O)c1cccc(NC(=S)NCc2ccco2)c1	-15	i	i	i	i	i	i	i	i	i	i
CN(C)CCN1C(=O)C(=O)/C(=C(/O)c2ccc(F)cc2)C1c1ccccc1F (centres undefined)	-13	i	i	i	i	i	i	i	i	i	i
COC(=O)c1c(NC(=O)COC(=O)[C@@H](NS(=O)(=O)c2ccccc2)C(C)C)sc2c1CCC2	-2	i	i	i	i	i	i	i	i	i	i
c1cc(-c2nn[nH]n2)ccc1CN1CCCCC1	-2	i	i	i	i	i	i	i	i	i	i
COc1ccc(CCC(N)=O)cc1OC	x	x	x	i	i	x	i	i	i	x	x
COc1cc(COc2ccc3c(C)c(CCC(=O)O)c(=O)oc3c2)cc(OC)c1OC	1	i	i	i	i	i	i	i	i	i	i
Cc1cc(C(=O)CC#N)c(C)n1-c1c(C)n(C)n(-c2ccccc2)c1=O	1	i	i	i	i	i	i	i	i	i	i
CCOC(=O)c1ccc(NC(=S)Nc2ccc3[nH]c(=O)[nH]c3c2)cc1	-9	i	i	i	i	i	i	i	i	i	i
O=C1c2ccccc2C(Nc2cccnc2)N1Cc1ccccc1Cl (centres undefined)	-6	i	i	i	i	i	i	i	i	i	i
CC1(C)C2CCC(C2)C1(C)NC(=O)CN1CCCC1 (centres undefined)	-5	i	i	i	i	i	i	i	i	i	i
CC(=O)Oc1ccc(Cn2cnc3cc4ccccc4cc32)cc1	-13	i	i	i	i	i	i	i	i	i	i
COc1cccc(C(c2c(NC(=O)c3ccccc3)sc(C)c2C)N2CCN(C)CC2)c1 (centres undefined)	-11	i	i	i	i	i	i	i	i	i	i
Cc1nnc(N(C)C(=O)c2ccc3c(c2)OCO3)s1	-7	i	i	i	i	i	i	i	i	i	i
COc1ccc(NS(=O)(=O)c2ccc3c(c2)CCN3C(=O)CCC(=O)O)cc1OC	-4	i	i	i	i	i	i	i	i	i	i
CN(CC(=O)Nc1ccc(N2CCOCC2)cc1)CC(=O)Nc1ccc(N2CCOCC2)cc1	-9	i	i	i	i	i	i	i	i	i	i
O=S(NC1CCCCC1)C12CC3CC(CC(C3)C1)C2 (centres undefined)	-7	i	i	i	i	i	i	i	i	i	i
O=C(Nc1ccncc1)c1ccc2ncsc2c1	-15	i	i	i	i	i	i	i	i	i	i
O=C(CSc1nc2ccccc2n1CC(=O)N1CCCC1)NCc1ccc2c(c1)OCO2	-2	i	i	i	i	i	i	i	i	i	i
O=C1c2cccnc2C(=O)N1Cc1ccc(S(=O)(=O)N2CCN(c3ccc(Cl)cc3)CC2)cc1	-2	i	i	i	i	i	i	i	i	i	i
